# Hsp90 Hop PPI: changes Hsp90-Hop TPR2A binding signal, up or down | AlphaScreen TPR2A-His6 binding biotin-Hsp90 C-terminal peptide | actives 0.44% (n = 71,000) | Potency, µM (titrated, usually from 57 µM), without a hit: at the highest dose activity change, negative = inhibition; active = well fitted curve in either direction with a large enough effect; inconclusive = small, poorly fitted or top-dose-only effect, or another doubt; note: potency is the fitted concentration of half-maximal effect; % is set by controls: 0 for no effect and ±100 for the full control effect; many of its hits are not listed in these tables
# Luciferase inh: firefly luciferase inhibition | P08659 | purified firefly luciferase, luminescence, 8 min | Potency, µM (titrated, usually from 57.1 µM), without a hit: top-dose activity change, negative = inhibition, most hits filed as inhibitors | actives 2.2% (n = 72,000) | AID 411; note: potency is the fitted concentration of half-maximal effect; % is set by controls: 0 for no effect and ±100 for the full control effect; nearly all actives have a fitted effect of over 40% in size
# Target sequence (P08659 whole entry, looked up): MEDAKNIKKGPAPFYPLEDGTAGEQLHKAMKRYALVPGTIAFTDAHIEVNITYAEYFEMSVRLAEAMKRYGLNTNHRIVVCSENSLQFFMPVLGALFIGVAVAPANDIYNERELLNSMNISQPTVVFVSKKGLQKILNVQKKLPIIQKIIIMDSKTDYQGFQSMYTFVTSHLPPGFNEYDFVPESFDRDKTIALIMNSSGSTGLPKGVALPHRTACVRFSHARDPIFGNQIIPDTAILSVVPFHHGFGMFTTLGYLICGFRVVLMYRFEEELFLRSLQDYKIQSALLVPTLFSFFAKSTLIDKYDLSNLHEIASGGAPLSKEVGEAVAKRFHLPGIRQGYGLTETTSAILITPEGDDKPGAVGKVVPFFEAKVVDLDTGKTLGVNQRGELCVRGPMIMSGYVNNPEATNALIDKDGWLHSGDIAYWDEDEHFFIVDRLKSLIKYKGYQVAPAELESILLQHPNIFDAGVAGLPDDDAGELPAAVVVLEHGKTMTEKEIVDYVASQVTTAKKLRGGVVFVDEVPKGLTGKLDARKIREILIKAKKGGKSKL
#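 Here, luciferase activity is measured as luminescence following an 8 min room-temperature reaction at 10 uM ATP, pH 7.2. Every library sample is titrated.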
# A350 autofl: compound fluoresces in the Alexa 350 spectral region | Compound autofluorescence, 340/450 nm, Alexa 350 dye-equivalents; hits give high values | max dye-equivalent concentration, M | actives 11% (n = 59,000) | AID 590; in the data active = max dye-equivalent concentration above about 10 nM; inconclusive = mostly about 1.1 nM to 9.6 nM
# CRE Fsk mod: alters forskolin-stimulated CRE reporter signaling in CHO cells | actives 2.5% (n = 71,000) | CHO CRE-bla reporter (cAMP response element driving beta-lactamase), forskolin EC10, beta-lactamase ratio | Potency, µM (highest dose often 38.2 µM), for inactives: top-dose activity change, negative = inhibition, usual class: activators; active = well fitted activation curve with a large enough effect in the signal ratio, with a control signal flat, not every such curve was filed as active; inconclusive = small, poorly fitted or top-dose-only effect, or effect the other way, or a change in a side signal; the % refers to the signal ratio; note: potency is the fitted concentration of half-maximal effect; % of control where 0% means no effect
#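 Titrated compounds plus EC10 NKH 477 on CHO CRE-bla cells, 3 h, 37 °C. CCF4, 2 h RT. Ratio 460/530 nm → AC50.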
# ERK AVP inh: inhibitors of vasopressin-stimulated ERK signaling pathway; HEK293-V1b, vasopressin-stimulated pERK AlphaScreen; Potency, µM (titrated, usually from 57.5 µM), inactives show at the highest dose activity, negative = inhibition, usual class: inhibitors; actives 0.99% (n = 72,000); AID 995; note: potency is the fitted concentration of half-maximal effect; % is set by controls: 0 for no effect and ±100 for the full control effect; nearly all actives have a fitted effect of over 55% in size
#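 V1b-HEK293 cells; cpd 30 min 37C; 25 nM vasopressin 5 min; lyse 10 min; AlphaScreen beads 5 hr RT. Normalized to DMSO basal and 25 nM vasopressin; AC50 by Hill fit.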
# Texas Red fluor: compound fluoresces in the Texas Red spectral region. actives 0.06% (n = 59,000). Compound fluorescence, Texas Red channel, 547/618 nm; hits give high values. max dye-equivalent concentration, M. AID 587; in the data active = max dye-equivalent concentration above about 10 nM; inconclusive = between about 1.1 nM and that limit
#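 Fluorescence at ex 547/em 618 nm, normalized against an on-plate Texas Red standard series to give dye-equivalent concentration per compound concentration. Buffer 100 mM Tris, pH 8.0; 15 min RT incubation before CCD imaging.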
# HBB splice mod: hemoglobin beta splicing modulation; actives 0.06% (n = 65,000); AID 925; HBB splicing reporter cell assay, activation; EGFP reporter with mutant IVS2-654 intron; response scale: normalised to 500 nM splice-correcting PNA; Potency, µM (top dose mostly 46.1 µM), for the others: top-dose activation, hits mostly activators; note: potency is the fitted concentration of half-maximal effect; 0% is about no effect
#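 HeLa cells stably expressing EGFP interrupted by mutant beta-globin intron 2 (IVS2-654), 500/well in 2% FCS. Treated with compound for 2 days at 37C. Splicing correction scored as total well GFP intensity (488 nm excitation, 500-520 nm emission); 500 nM antisense PNA served as control.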
# 4-MU autofl: 4-MU region autofluorescence; compound autofluorescence, 340/450 nm, 4-MU equivalents; hits give high values; max dye-equivalent concentration, M; actives 11% (n = 59,000); AID 589; in the data active = max dye-equivalent concentration above about 10 nM; inconclusive = mostly about 1.1 nM to 9.6 nM
#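 Compounds in 100 mM Tris, pH 8.0, incubated 15 min at room temperature, then fluorescence read at 340 nm excitation/450 nm emission. Signal converted to 4-MU dye-equivalent concentration using an on-plate six-point 4-MU standard curve.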
# Ub-GFP proteasome: ubiquitin-GFP accumulation via proteasome inhibition; Ubiquitin-GFP reporter cells, proteasome inhibition, GFP fluorescence; response scale: untreated = 0%, 10 µM MG-132 = 100%; Potency, µM (top dose mostly 45.9 µM), for the others: at the highest dose activation (GFP accumulation), hits mostly activators; 67,000 tested, under 10 active; AID 526; active = well fitted activation curve with a large enough effect, not every such curve was filed as active; inconclusive = small, poorly fitted or top-dose-only effect, or another doubt; inactive = no such curve, though single readings can be large or run the other way; note: potency is the fitted concentration of half-maximal effect
#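 Proteasome blockade was scored as a rise in GFP-expressing U2OS cells carrying a ubiquitin(G76V)-GFP construct, imaged after 4 hr compound treatment at 37 °C across a 46 uM–2.9 nM series.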
# Epigenetic mod: epigenetic modulators derepressing GFP locus in mouse cells; mouse C127i GFP locus derepression, cytometry, 30 h; Potency, µM (top dose mostly 46.1 µM), inactives show at the highest dose GFP derepression (activation); actives 0.09% (n = 68,000); note: % of control where 0% means no effect
#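 Locus derepression in mouse mammary C127i cells whose integrated CMV-GFP reporter is normally silent; GFP expression after 30 h compound treatment was quantified by counting fluorescent cells.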
# Fluorescein fluor: compound autofluorescence in fluorescein spectral region; Compound autofluorescence, 480/540 nm, fluorescein-equivalent; hits give high values; max fluorescein-equivalent concentration, M; actives 0.91% (n = 59,000); AID 593; in the data active = max fluorescein-equivalent concentration above about 10 nM; inconclusive = between about 1.1 nM and that limit
#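 In this qHTS profile, compound fluorescence was measured with a 480 nm/540 nm filter pair following a 15-min room-temperature incubation in 100 mM Tris (pH 8.0). A six-point fluorescein series on each plate served for normalization.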
# Active calls of the source: *; i = inactive; ? = inconclusive; . = no result given; [ ] = another dose, or the depositor's remark. Unless noted, calls come from the whole dose curve; as a rule, active = well fitted curve in the direction sought with a large enough effect; inconclusive = small, poorly fitted or top-dose-only effect, or another doubt; inactive = no such curve, though single readings can be large; an effect the other way counts as inactive or inconclusive. A portion of the library; count on the stated rates, not on these rows.
# Sample of the layout, 4 compounds:
SMILES,Hsp90 Hop PPI,Luciferase inh,A350 autofl,CRE Fsk mod,ERK AVP inh,Texas Red fluor,HBB splice mod,4-MU autofl,Ub-GFP proteasome,Epigenetic mod,Fluorescein fluor
C=CCNC(=O)CC(C)C(CCCCC)C(=O)O (stereo unspecified),0.7%,1.4%,i,0.4%,6.8%,?,-0.3%[0.369 µM],i,2.7%,4.3%,i
O=C(Nc1cccc(F)c1)N1CC[C@@]2(CCCN(S(=O)(=O)c3ccccc3)C2)C1,-2.4%,-0.3%[11.4 µM],i,-6.8%,5.8%,i,1.2%,i,0.1%,-0.2%[9.22 µM],?
Cc1cc(=O)oc2cc(OCC#N)ccc12,-6.1%[2.3 µM],1.1%,.,8.2%,-10.6%,.,-0.7%,.,-5.7%,.,.
CN1CCN(c2ccccc2NC(=O)c2ccc(Br)o2)CC1,-11.5%,-0.4%,i,24.9%,20µM*,i,-0.9%,i,-0.9%,6.4%,?

# Main list, previewed entries included:
SMILES,Hsp90 Hop PPI,Luciferase inh,A350 autofl,CRE Fsk mod,ERK AVP inh,Texas Red fluor,HBB splice mod,4-MU autofl,Ub-GFP proteasome,Epigenetic mod,Fluorescein fluor
C=CCNC(=O)CC(C)C(CCCCC)C(=O)O (stereo unspecified),0.7%,1.4%,i,0.4%,6.8%,?,-0.3%[0.369 µM],i,2.7%,4.3%,i
O=C(Nc1cccc(F)c1)N1CC[C@@]2(CCCN(S(=O)(=O)c3ccccc3)C2)C1,-2.4%,-0.3%[11.4 µM],i,-6.8%,5.8%,i,1.2%,i,0.1%,-0.2%[9.22 µM],?
Cc1cc(=O)oc2cc(OCC#N)ccc12,-6.1%[2.3 µM],1.1%,.,8.2%,-10.6%,.,-0.7%,.,-5.7%,.,.
CN1CCN(c2ccccc2NC(=O)c2ccc(Br)o2)CC1,-11.5%,-0.4%,i,24.9%,20µM*,i,-0.9%,i,-0.9%,6.4%,?
Cc1ccccc1Cn1c(-c2cncs2)nc2ccccc21,-3.3%,1.1%,i,?,-27.9%,i,.,i,1.7%,-2.2%,i
COCCCN(C(C)=O)c1nc(-c2ccccc2)cs1,5.7%,-2.4%,i,12.7%,-17.2%,i,0.2%[57.5 µM],i,4.7%,-2.3%,i
Cc1nc2cnc(OCc3ccccc3)nc2n(CCC#N)c1=O,-7.6%,-0.2%[11.4 µM],?,6.8%,-16.7%,i,0.1%,?,14.9%,0.0%[9.22 µM],i
Cc1nc2ccccc2n1CCc1nc2c3ccccc3nc(SCC(=O)NCc3ccco3)n2n1,-6.2%,1.1%,i,?,5.7%,i,-1.6%,i,-6.9%,-1.4%,i
Cc1ccc(OCCCCn2ccnc2)c(Cl)c1,-7.1%,-23.3%,i,12.9%,?,i,-2.0%,i,-5.0%,-3.2%,?
O=C(CN(C(=O)CCC(=O)Nc1nccs1)c1ccc(F)cc1)NCc1ccco1,-3.6%,-32.3%,?,?,7.1%,?,4.4%,i,0.4%,-1.2%,?
COc1ccc2c(c1OC)C(=O)N(c1cccc(C(F)(F)F)c1)C2,4.7%,12.6µM*,?,?,-10.9%,i,1.4%[1.84 µM],i,-8.6%,0.0%,i
Cc1cc(C(=O)Nc2ccc(S(=O)(=O)Nc3onc(C)c3C)cc2)cs1,-8.4%,-1.8%,i,?,-20.5%,i,-1.1%,i,9.1%,5.4%,i
CCOC(=O)C1CCCN(C(=O)C2CCN(S(=O)(=O)c3cccs3)CC2)C1 (stereo unspecified),7.4%,-1.6%,i,21.6%,4.4%,?,-1.6%,i,-6.5%,0.0%,i
CCn1c(SCC(=O)NCc2cccs2)nnc1-c1ccco1,0.1%,-1.4%,i,-0.6%,4.4%,i,.,i,-2.4%,1.0%,i
CCCCN(C(=O)c1c(C)[nH]c(C(=O)OCC)c1C)c1ccccc1,-23.2%,0.4%,?,6.7%,-7.0%,i,3.8%,?,4.7%,-1.1%,i
O=C1NCCN1CCNS(=O)(=O)c1ccc2ccccc2c1,-6.1%,1.2%,i,-0.6%,4.8%,i,-0.1%,i,-2.8%,6.1%,i
CCOc1ccccc1-n1nnnc1SCC(=O)Nc1cc2oc3ccccc3c2cc1OC,-5.1%,1.6%,i,-22.3%,-13.0%,i,0.5%,i,-2.5%,-2.5%,?
COc1cccc(NC(=O)NCc2cccn2C)c1,-2.8%,-13.4%,i,-1.7%,28.5%,i,0.1%,i,-1.9%,4.1%,i
O=C(OCC1COc2ccccc2O1)c1c(F)cccc1F (stereo unspecified),24.8%,-1.8%,i,?,10.3%,i,0.3%,i,0.0%,-1.2%,i
Cc1ccsc1C(C(=O)NC1CCCCC1)N(C(=O)c1csnn1)C1CC1 (stereo unspecified),-2.1%,0.7%,i,-1.8%,-7.0%,i,.,i,-3.4%,3.1%,i
CCN(CC)S(=O)(=O)c1ccc(-c2nnc3sc4cccc(C)c4n23)cc1,-4.2%[2.3 µM],2.9%,.,5.6%,3.9%,.,-0.3%,.,-11.4%,.,.
N/C(=N\S(=O)(=O)c1ccc(Cl)s1)c1ccccc1,.,-0.8%[25.5 µM],2.54e-08M*,.,.,i,.,2.24e-08M*,.,3.8%[20.6 µM],?
COCCn1c(=O)cnc2cnc(Oc3ccc(OC)cc3)nc21,-4.0%,1.4%[11.4 µM],i,?,?,i,0.0%,i,4.0%,13.5%[9.22 µM],i
O=C(O)CCc1nn2cc(-c3ccccc3)nc2[nH]c1=O,.,-1.2%[25.5 µM],2.51e-07M*,.,.,i,.,2.14e-07M*,.,-2.4%[20.6 µM],i
CN1CCN(C(=O)c2ccc3ccccc3c2)CC1,-2.8%,-5.7%,.,-1.5%,1.1%,.,-6.6%,.,-1.5%,0.0%,.

# Remaining list, next part
SMILES,Hsp90 Hop PPI,Luciferase inh,A350 autofl,CRE Fsk mod,ERK AVP inh,Texas Red fluor,HBB splice mod,4-MU autofl,Ub-GFP proteasome,Epigenetic mod,Fluorescein fluor
Cc1nc(N=Nc2ccc(C(=O)O)cc2)c(COP(=O)(O)O)c(C=O)c1O,?,0.2%,?,-1.9%,21.9%,i,1.5%,1.01e-08M*,-1.6%,-1.1%,?
Cc1ccc(-c2nnc3n2N=C(c2ccccc2)CS3)cc1,-0.3%,-1.2%,.,?,.,.,0.5%,.,15.4%,.,.
Cn1c(=O)c2c(nc(NCc3ccccc3)n2CCCc2ccccc2)n(C)c1=O,-10.4%,-2.3%,i,?,-11.2%,i,.,i,-5.1%,2.8%,i
CN(C)c1ccc(C=NCCC2(O)CCOC(C)(C)C2)cc1 (stereo unspecified),.,3.7%[25.5 µM],?,.,.,i,.,?,.,-3.8%[20.6 µM],i
COc1ccc(CCn2c(N)c(S(=O)(=O)c3cccs3)c3nc4ccccc4nc32)cc1OC,-2.3%,2.2%,i,?,0.5%,i,-0.4%,i,-3.2%,4.5%,i
Cc1cc(-c2nnc3n2CCCCC3)c(C)n1-c1ccccc1,-8.4%,-6.1%,i,-0.4%,-1.5%,i,-1.5%,i,-0.9%,-1.1%,i
c1nc(N2CCN(Cc3ccc4c(c3)OCO4)CC2)c2[nH]cnc2n1,3.0%,-0.9%,.,-8.5%,.,.,-0.5%,.,-4.3%,.,.
O=C(CN1C(=O)c2ccccc2C1=O)Nc1ccc(N2CCOCC2)cc1,-8.7%,-39.7%,i,-6.0%,-1.4%,i,1.6%,i,1.9%,1.2%,?
CCOCCCNC(=O)C1CCN(C(=O)Nc2ccc(C)cc2)CC1,-1.7%,-2.6%,i,3.2%,-8.4%,i,1.1%[57.5 µM],i,-2.5%,-1.2%,i
COCCNc1nc(-c2ccccc2C)nc2ccccc12,-1.0%,1.3%[2.29 µM],i,?,-1.8%,i,-0.6%,i,-6.2%,-2.3%[9.22 µM],i
CCOC(=O)C(NC(=O)CC)(Nc1ccc(S(=O)(=O)Nc2ncccn2)cc1)C(F)(F)F (stereo unspecified),0.5%,-0.1%,i,?,-13.3%,i,-1.8%,i,1.7%,-0.2%,?
CC(=O)c1ccc(NC(=O)c2noc3c2CCCCC3)cc1,-1.4%,?,i,-5.3%,2.2%,i,1.8%,i,-7.4%,-4.0%,i

# A section taken from the entries so far:
SMILES,Hsp90 Hop PPI,Luciferase inh,A350 autofl,CRE Fsk mod,ERK AVP inh,Texas Red fluor,HBB splice mod,4-MU autofl,Ub-GFP proteasome,Epigenetic mod,Fluorescein fluor
CCOCCCNC(=O)C1CCN(C(=O)Nc2ccc(C)cc2)CC1,-1.7%,-2.6%,i,3.2%,-8.4%,i,1.1%[57.5 µM],i,-2.5%,-1.2%,i
COCCNc1nc(-c2ccccc2C)nc2ccccc12,-1.0%,1.3%[2.29 µM],i,?,-1.8%,i,-0.6%,i,-6.2%,-2.3%[9.22 µM],i
CCOC(=O)C(NC(=O)CC)(Nc1ccc(S(=O)(=O)Nc2ncccn2)cc1)C(F)(F)F (stereo unspecified),0.5%,-0.1%,i,?,-13.3%,i,-1.8%,i,1.7%,-0.2%,?
CC(=O)c1ccc(NC(=O)c2noc3c2CCCCC3)cc1,-1.4%,?,i,-5.3%,2.2%,i,1.8%,i,-7.4%,-4.0%,i

# Source: PubChem BioAssay (National Center for Advancing Translational Sciences (NCATS))
